From PubChem
HTR5A inv ag: HTR5A inverse agonists in luminescence cell assay, primary screen, counter-screen for OPRM1-OPRD1 heterodimer inverse agonist project, full-deck HTS; 5-hydroxytryptamine receptor 5A (Homo sapiens), P47898; HTR5A cell line, inverse agonism; inhibition, % at 9.3 µM; 0.083% of 340,000 active; in the data active = inhibition mostly above about 23%, no sharp cut-off; inactive = mostly below about 18%;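 also: 0% = cells with DMSO and 100% = no-cell wells with DMSO; some compounds called inactive have numbers as strong as hits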
Mot1-301 SUMO: yeast Mot1-301 growth rescue at high temperature, primary screen, SUMOylation pathway inhibitor project, S. cerevisiae, ATP luminescence, 38.5C; growth rescue, % at 18.8 µM; 1% of 320,000 active; S. cerevisiae Mot1-301 growth rescue; percent above DMSO median, 100 means doubled;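 active = every valid replicate shows activation above 250% relative to neutral control wells; inactive = the rest, any valid replicate at or below 250%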;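 also: OY570 slx delta 5 strain wells were the positive control but not used for scaling; some compounds called inactive have numbers as strong as hits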
PfHsp90 yeast 2: growth inhibition of PfHsp90-expressing yeast, primary screen, antimalarial PfHsp90 inhibitor project, S. cerevisiae, BacTiter-Glo luminescence, single point, set 2; inhibition, % at 9.4 µM; AID 504621, 2011; BacTiter-Glo ATP, 48 h; yeast lacking PDR1 and PDR3 efflux regulators; 0.32% of 310,000 active;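 active = every replicate shows inhibition above about 80%, whatever the replicate mean, limit read from the data; inconclusive = mean inhibition reaches the set limit but some replicate falls short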;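 also: 0% = DMSO neutral controls and 100% = 20 µM radicicol positive controls; yeast relying on Plasmodium falciparum Hsp90 in place of its own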
Tat export inh: E. coli Tat export inhibitors, primary screen, MC4100, TorA-mCherry reporter, fluorescence, single point; AID 488895, 2010; inhibition, % at 10 µM; 0.036% of 340,000 active;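 active = mean replicate inhibition at least 50% and at least half of replicates individually reaching 50%; inconclusive = only one of the two criteria met; inactive = neither criterion met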;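 also: exported cargo escapes ClpAP degradation while cytoplasmic cargo is degraded and loses fluorescence; 0% = median of neutral control wells and 100% = median of NaSCN control wells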
PKA-R1A activ: activators of PKA-R1A holoenzyme, primary screen, biochemical, fluorescence polarization, Cy5-IP20, bovine R1A, mouse PKAc | activation, % at 11.4 µM | 0.083% of 340,000 active | cAMP-dependent protein kinase type I-alpha regulatory subunit (Bos taurus) + … | AID 504707, 2011 | PKA-R1A dissociation; scaled: DMSO 0%, 113 µM cGMP 100%;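 active = percent activation above the mean of all tested compounds plus 3 SD, cut at about 19% in these data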;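 also: higher means more PKAc released from R1A so a rise in polarization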
MOR-DOR ag: agonists of OPRM1-OPRD1 heterodimerization, primary screen, cell-based, luminescence; cells; activation, % at 9.3 µM; 0.3% of 340,000 active; in the data active = activation above about 18%;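 also: 0% = vehicle-treated cells and 100% = reference agonist; values of inactives mirror those of a sister screen read the other way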
Target sequence (P35372 whole entry, looked up): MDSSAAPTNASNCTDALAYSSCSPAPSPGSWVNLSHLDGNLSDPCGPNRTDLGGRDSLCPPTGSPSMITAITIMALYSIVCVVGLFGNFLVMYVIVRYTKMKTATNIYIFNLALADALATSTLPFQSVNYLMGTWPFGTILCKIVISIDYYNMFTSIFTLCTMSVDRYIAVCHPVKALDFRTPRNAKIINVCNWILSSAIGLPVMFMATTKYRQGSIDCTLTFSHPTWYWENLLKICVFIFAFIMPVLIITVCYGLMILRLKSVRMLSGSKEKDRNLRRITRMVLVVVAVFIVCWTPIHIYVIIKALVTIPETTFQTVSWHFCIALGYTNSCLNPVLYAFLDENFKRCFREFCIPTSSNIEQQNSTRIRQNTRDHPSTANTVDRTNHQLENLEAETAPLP
Target sequence (P41143 whole entry, looked up): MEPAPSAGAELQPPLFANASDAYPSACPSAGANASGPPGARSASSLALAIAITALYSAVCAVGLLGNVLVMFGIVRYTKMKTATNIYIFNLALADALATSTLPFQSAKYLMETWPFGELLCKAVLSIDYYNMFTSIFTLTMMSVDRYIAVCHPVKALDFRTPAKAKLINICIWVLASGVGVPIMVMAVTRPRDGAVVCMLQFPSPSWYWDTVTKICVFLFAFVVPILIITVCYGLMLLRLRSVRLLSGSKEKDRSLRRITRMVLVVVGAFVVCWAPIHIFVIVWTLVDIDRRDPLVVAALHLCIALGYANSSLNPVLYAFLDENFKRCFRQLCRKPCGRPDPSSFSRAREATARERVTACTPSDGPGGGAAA
phage Ecoli inh: growth loss of phage-infected E. coli, primary screen, RecBCD inhibitor project, absorbance, with phage, HTS; inhibition, % at 11.9 µM; AID 651602, 2012; 0.26% of 360,000 active; in the data active = inhibition above about 11%
AddAB inh: growth inhibition of E. coli expressing H. pylori AddAB, primary screen, AddAB inhibitor project, absorbance. inhibition, % at 11.9 µM. 0.29% of 330,000 active; in the data active = inhibition above about 12%;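 also: 0% = vehicle wells of infected cells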
MOR-DOR inv ag: inverse agonists of MOR-DOR heterodimerization, primary screen, cell-based, luminescence. Mu-type opioid receptor (Homo sapiens) + Delta-type opioid receptor (Homo sapiens), …. cell-based MOR-DOR heterodimer luminescence, inverse agonism. inhibition, % at 9.3 µM. 0.21% of 340,000 active. AID 504357, 2011; in the data active = inhibition above about 22%, passing the limit was not always enough;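 also: 0% = cells with DMSO and 100% = wells without cells with DMSO; values of inactives mirror those of a sister screen read the other way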
Ecoli viability: E. coli V3065 growth inhibition, primary screen, counter-screen for AddAB inhibitor project, absorbance, OD600 | 18 h | inhibition, % at 11.9 µM | 0.27% of 330,000 active;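 active = inhibition above the campaign's mean inhibition across all tested compounds plus 3 SD, cut at about 9.9% in these data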;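 also: uninfected addAB+ strain grown without phage in ampicillin broth; 0% = DMSO wells and 100% = ciprofloxacin 0.95 µg/ml wells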
PKA-R2B act: activators of PKA-R2B holoenzyme, primary screen, biochemical, fluorescence polarization, Cy5-IP20, human; AID 504700, 2011; PKA-R2B holoenzyme dissociation; R2B truncated from residue 108, S112A mutant; 0% DMSO only, 100% 113 µM cGMP; activation, % at 11.4 µM; 0.079% of 340,000 active;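 active = activation above a cutoff set at the mean over all compounds plus 3 SD, cut at about 18% in these data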;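 also: higher means more holoenzyme dissociation and a rise in polarization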
* hit, by the source's call; ? = inconclusive; nt = no result given.

SMILES	HTR5A inv ag	Mot1-301 SUMO	PfHsp90 yeast 2	Tat export inh	PKA-R1A activ	MOR-DOR ag	phage Ecoli inh	AddAB inh	MOR-DOR inv ag	Ecoli viability	PKA-R2B act
O=C(NCCc1c[nH]c2ccccc12)Nc1cccc2ccccc12	-16	-14	14	-1	-9	2.4	3.7	2.7	-15	0.1	-14
COc1cccc(CN2CCNC(=O)C2CC(=O)NCCOc2cccnc2)c1OC (centres undefined)	3	-1	-17	-3	6	-0.8	2.2	0.8	4	-1.8	-7
COc1ccc(OC)c(/C=N/NC(=O)CC2C(=O)NN=C2C)c1 (centres undefined)	-10	8	14	-2	1	2.4	0.2	1.2	-14	-1.6	-6
CCOC(=O)N1CCN(C(=O)C2CCC(CNS(=O)(=O)c3ccccc3)CC2)CC1 (centres undefined)	-3	-12	-19	-9	-10	-3.0	0.5	0.6	17	0.9	-1
O=C(Nc1nncs1)c1cccc(S(=O)(=O)N2CCCC2)c1	14	-11	nt	0	3	1.0	2.2	0.9	-6	0.1	3
COc1ccc(C(O)(c2ccccc2OC)C(CN2CCOCC2)c2ccccc2)cc1 (centres undefined)	1	-10	-6	5	-10	-2.2	2.6	0.5	11	-1.3	2
Cc1cc(C)c(S(=O)(=O)N(CC(=O)N2CCOCC2)C2CCCCC2)c(C)c1	-29	12	-53	-10	4	-1.8	-0.3	1.1	11	-1.8	-3
Cc1ccc(-n2c(SCC(=O)Nc3cc(C)on3)nc3c([nH]c4ccccc43)c2=O)cc1	-6	-3	24	1	-13	0.2	3.3	0.2	-1	0.1	2
Cc1c(NC(=O)C(C)Oc2ccccc2F)c(=O)n(-c2ccccc2)n1C (centres undefined)	21	-23	1	-6	1	-3.3	-1.8	3.7	17	0.8	-9
O=C(Nc1ccccc1)c1ccc(NCCc2ccccc2)c([N+](=O)[O-])c1	21	3	2	5	8	-1.5	5.4	4.4	8	1.6	-3
CC(=O)C1=C(c2ccccc2)NC(=O)NC1c1ccccc1OCC#N (centres undefined)	-20	0	-21	9	-6	-0.7	3.0	-0.4	4	-0.4	-15
COc1cc(S(=O)(=O)N2CCCCCC2)ccc1Cl	-29	4	20	11	-2	2.9	3.0	0.2	-17	-2.1	-7
COCCn1nnnc1SCC(=O)Nc1ccc2c(c1)OCO2	-2	3	-33	-4	7	-1.7	1.7	3.0	9	0.4	8
Cc1nc(C(F)(F)F)c(C(=O)N/N=C(\N)c2ccccn2)s1	-9	14	0	2	-1	-0.5	0.6	-5.3	3	-8.1	-10
CCC(C)Sc1ccc([C@H]2N[C@@](C)(C(=O)OC)[C@H]3C(=O)N(CC)C(=O)[C@@H]23)cc1OC (some centres undefined)	4	-8	-5	-6	-5	-0.9	0.2	-0.4	5	-1.1	-9
COc1ccc(-n2c(O)c(/C=N/NS(=O)(=O)c3cc(C)ccc3C)c3ccccc3c2=O)cc1OC	10	-3	-28	6	-13	2.3	4.3	1.0	-12	0.1	-7
Cn1c(=O)[nH]c(=O)c2c1nc(NCCN)n2CCOc1ccccc1	-6	461*	-24	-2	-12	-4.1	1.8	2.8	21	0.2	-7
CCC(=O)Nc1ccc(NC(=O)CSc2nc3cc4c(cc3cc2C)CCC4)cc1	-6	-18	-33	-1	-8	-0.9	1.6	0.1	5	-3.4	-13
CC(C)c1ccc(Nc2nnc(SC3CCOC3=O)s2)cc1 (centres undefined)	-15	-9	-14	5	1	-0.7	3.6	-0.5	4	0.9	8
CC(=O)N=C1SC2CS(=O)(=O)CC2N1c1c(Cl)cccc1Cl (centres undefined)	-5	-11	10	18	7	-2.2	1.4	1.4	10	-1.7	-5
CC1(CCc2ccc3c(c2)OCO3)NCCc2c1[nH]c1ccccc21 (centres undefined)	2	-19	-1	-1	-3	5.2	1.6	2.1	-23	-0.9	-4
COc1cc(-c2nnc(SCC(=O)Nc3ccc4c(c3)OCCO4)o2)cc(OC)c1OC	8	-8	nt	-5	0	-2.3	3.6	-2.3	12	-1.1	-3
O=c1[nH]ncc(N2CCCCCC2)c1Cl	16	8	-15	-3	3	-1.1	1.2	2.1	6	0.0	13
COc1ccc(CCN2C(=O)C3C4C=CC(C5CC45)C3C2=O)cc1OC (centres undefined)	10	44	nt	-3	-1	-1.0	1.2	2.4	5	1.3	-2
Cc1ccc(NC(=O)c2ccc(CNS(=O)(=O)c3cccc(C(F)(F)F)c3)cc2)cc1	3	2	-20	-14	4	0.4	3.4	5.0	-2	1.3	1
Cc1cccc(C)c1NC(=O)CN(C)C(=O)c1ccc2nc[nH]c2c1	6	-5	-3	-7	2	-0.7	3.2	-0.7	3	0.8	12
COc1cc(Br)cc2cc(C(=O)N3CCN(c4ccccn4)CC3)c(=O)oc12	19	7	nt	-4	3	-1.6	-0.6	0.0	7	0.5	3
COc1ccccc1/C=C/C(=O)Nc1cccc(C(C)=O)c1	-7	-4	-7	0	-5	-0.4	1.4	2.7	2	-0.7	-3
CCOc1ccc(CCNC(=O)COC(=O)c2ccc(Cl)nc2)cc1OCC	6	-18	nt	-4	11	-1.7	-2.1	-0.7	11	-1.8	2
CCN(C(=O)Cc1c(C(=O)O)n(CC)c2ccccc12)c1ccccc1C	-26	-9	3	1	-17	0.7	1.5	-0.3	-4	-0.9	-2
O=[N+]([O-])c1cccc(C(=NCc2ccccc2)NO)c1	-4	9	2	18	2	-0.7	0.2	nt	4	nt	12
CC(=O)c1cc(C(=O)N2CCCC(C(=O)c3ccc(Cl)cc3)C2)cs1 (centres undefined)	-9	-13	-9	2	-1	-2.2	-0.1	2.7	12	-2.4	1
CCOc1ccc(/C=C(\C(=O)O)c2ccc(S(=O)(=O)N3CCOCC3)s2)cc1OC	-8	-1	-1	-10	2	-3.2	1.6	2.4	19	0.9	-8
COc1ccc(CC(=O)Nc2cc(=O)n(C)c(=O)n2C)cc1	-5	1	8	-3	-1	-3.6	2.5	0.4	19	2.0	-4
CC(C)CC(=O)NC(NC(=S)Nc1ccccc1)C(Cl)(Cl)Cl (centres undefined)	-11	-16	-7	8	3	-2.3	4.3	2.0	12	-1.3	-2
CCOc1ccc(/C=C(/NC(=O)c2ccccc2Cl)C(=O)O)cc1	16	8	6	-1	-7	-2.3	1.1	1.4	12	0.6	-8

Next part; the last 2 above are carried over.
SMILES	HTR5A inv ag	Mot1-301 SUMO	PfHsp90 yeast 2	Tat export inh	PKA-R1A activ	MOR-DOR ag	phage Ecoli inh	AddAB inh	MOR-DOR inv ag	Ecoli viability	PKA-R2B act
CC(C)CC(=O)NC(NC(=S)Nc1ccccc1)C(Cl)(Cl)Cl (centres undefined)	-11	-16	-7	8	3	-2.3	4.3	2.0	12	-1.3	-2
CCOc1ccc(/C=C(/NC(=O)c2ccccc2Cl)C(=O)O)cc1	16	8	6	-1	-7	-2.3	1.1	1.4	12	0.6	-8
C=CCn1c(SCC(=O)NCc2cccs2)nnc1C1CCCCC1	-27	1	-10	-1	0	6.0	1.2	3.5	-33	-1.0	-10
CCCCOc1ccc(S(=O)(=O)N2CCN(C)CC2)cc1	-25	170	11	-1	13	-1.7	-1.7	3.8	8	2.2	7
O=C(CSc1ncn[nH]1)Nc1ccnc2ccccc12	-18	0	-5	-7	4	-1.6	1.0	0.1	9	-1.5	-8
COC(=O)CSc1ccc2c(N)c(C(=O)OC)sc2c1	-2	-51	nt	-1	-2	0.0	2.2	1.0	0	-0.5	-2
CC1Sc2ccc(S(=O)(=O)CCC(=O)Nc3cc(F)ccc3F)cc2NC1=O (centres undefined)	9	9	6	0	-12	-2.3	-2.2	1.2	12	0.4	-4
CC(=O)c1cccc(NC(=O)c2ccc(S(=O)(=O)N3CCCC3)cc2)c1	-9	16	12	-1	-7	0.0	0.5	2.1	0	-2.0	-3
CCC(C)NC(=O)COc1ccc(Br)c(C)c1 (centres undefined)	-13	-16	-14	0	6	-0.9	3.0	-1.6	5	-1.2	-5
COCCCn1c(=O)c2sccc2n(Cc2cccc(F)c2)c1=O	-6	-23	10	0	-10	-1.4	1.8	3.9	7	-0.2	-10
COc1ccc(-n2c(C)cc(C(=O)COC(=O)Cc3n[nH]c(=O)c4ccccc34)c2C)cc1	11	-29	-4	3	-7	-3.6	2.8	2.1	22	-1.1	2
Cc1nc(C(=O)NC2CC2)sc1C1(C)CC(c2ccccc2)=NO1 (centres undefined)	-1	13	10	-4	-3	-3.2	0.6	3.9	15	0.8	-20
O=C(c1ccc(N2CCOCC2)nc1)N1CCOCC1	14	0	9	7	4	-0.7	1.2	3.7	4	-2.2	-8
FC(F)(F)c1ccccc1-c1nc(-c2ccncc2)no1	-16	9	8	-2	-4	-4.1	0.6	0.4	19	1.6	-5
O=C(COC(=O)c1ccc([N+](=O)[O-])o1)Nc1ncc(Cl)cc1Cl	7	848*	?	-10	1	1.6	1.6	2.6	-7	0.2	-12
NC(=O)CN1CCCC1c1ccc2c(c1)OCCO2 (centres undefined)	-10	-11	-11	-1	5	1.3	4.0	0.5	-11	-0.8	-5
O=C(c1ccc(Cl)s1)N1CCc2ccccc21	-10	-1	24	5	-16	-1.0	1.2	3.3	5	1.2	-2
COc1c(O)cc2oc(-c3ccc(O)cc3)cc(=O)c2c1O	-7	6	-7	-7	0	-3.8	3.0	3.3	21	-1.0	2
O=C(CSc1nn(-c2ccc(Cl)cc2)c(=S)s1)NCC1CCCO1 (centres undefined)	-23	1	-17	0	-8	0.9	0.8	2.5	-5	2.5	-11
Cc1ccc(CS(=O)(=O)Cc2ccc(C(=O)NCCc3ccccc3)o2)cc1	-1	-14	7	-3	-1	-3.2	-0.6	2.9	17	1.6	-6
CC(=O)N/C(=C\c1cccc([N+](=O)[O-])c1)C(=O)NC(C)C	11	-4	-20	5	-7	-2.3	2.1	0.2	12	-1.2	-3
COc1ccc(NC(=O)C2CCN(S(C)(=O)=O)CC2)cc1OC	-19	-8	18	-8	-1	-3.9	2.4	2.2	18	0.3	5
O=C(c1cccc(F)c1)N1CCN(Cc2cccc(Br)c2)CC1	15	6	-6	4	5	-0.5	-0.6	-2.8	3	-2.7	-3
Cc1ccc(NC(=O)c2c(C(F)(F)F)nn(C)c2SCc2ccc(Cl)cc2)cc1C	-6	22	-4	-8	-9	6.4	0.7	0.0	-34	-0.5	1
CCc1cc(-c2n[nH]c(C)c2-c2ccccc2Cl)c(O)cc1OC	-7	2	-27	10	-15	7.5	4.2	0.5	-38	1.6	-19
